Source: PubChem BioAssay
FEN1 inh = blocks human flap endonuclease 1; Potency, µM (highest dose often 114 µM), inactives show top-dose activity change, negative = inhibition, usual class: inhibitors; P39748; Recombinant FEN1 flap cleavage, fluorescence, 15 min; hit rate 0.35% among 390,000; further: nearly all actives have a fitted effect of over 65% in size
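Reaction started by adding substrate (50 nM final) to 10 nM enzyme after 15 min room-temperature compound preincubation. Reads at 0 and 15 min, with data normalized and fitted to a four-parameter Hill equation.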
KAT2A inh = blocks human GCN5L2 histone acetyltransferase. Potency, µM (top dose mostly 58.9 µM), inactives show at the highest dose activity change, negative = inhibition, most hits filed as inhibitors. AID 504327. GCN5L2 HAT assay, ThioGlo1 CoA-SH fluorescence. hit rate 0.21% among 390,000
Target sequence (Q92830 whole entry, looked up): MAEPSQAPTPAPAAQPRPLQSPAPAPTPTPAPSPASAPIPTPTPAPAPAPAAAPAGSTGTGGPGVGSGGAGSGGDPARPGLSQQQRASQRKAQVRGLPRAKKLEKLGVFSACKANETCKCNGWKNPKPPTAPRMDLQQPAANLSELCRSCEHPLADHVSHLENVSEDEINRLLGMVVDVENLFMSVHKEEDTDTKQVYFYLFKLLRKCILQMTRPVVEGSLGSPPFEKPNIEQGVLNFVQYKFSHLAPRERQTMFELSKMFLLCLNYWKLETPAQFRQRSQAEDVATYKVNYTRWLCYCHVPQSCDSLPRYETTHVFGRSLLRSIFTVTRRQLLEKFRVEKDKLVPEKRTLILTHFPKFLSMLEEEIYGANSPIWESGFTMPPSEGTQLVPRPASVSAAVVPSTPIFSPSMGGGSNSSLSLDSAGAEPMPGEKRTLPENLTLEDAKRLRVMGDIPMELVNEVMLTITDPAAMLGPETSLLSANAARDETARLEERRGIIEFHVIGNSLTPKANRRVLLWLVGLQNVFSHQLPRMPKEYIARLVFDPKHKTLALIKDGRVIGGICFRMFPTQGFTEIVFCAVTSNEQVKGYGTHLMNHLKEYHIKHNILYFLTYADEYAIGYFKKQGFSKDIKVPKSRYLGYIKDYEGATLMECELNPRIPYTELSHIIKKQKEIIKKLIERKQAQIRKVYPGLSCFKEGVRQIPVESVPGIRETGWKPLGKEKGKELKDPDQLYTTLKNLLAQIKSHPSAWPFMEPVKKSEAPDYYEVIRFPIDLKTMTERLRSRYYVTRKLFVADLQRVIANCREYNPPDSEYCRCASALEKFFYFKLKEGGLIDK
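qHTS, 1536-well. 20nM enzyme, pH 7.5 HEPES/EDTA/Tween-20 buffer; 15 min compound preinc., RT. Start: 75uM H3(1-25), 70uM AcCoA, 50uM ThioGlo1. Read Ex340/Em540 at t=0 (autofluorescence flag) and t=20 min.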
N370S GC = inhibits or activates N370S mutant glucocerebrosidase; hit rate 0.092% among 330,000; Potency, µM (top dose mostly 59.4 µM), for the others: at the highest dose activity change, negative = inhibition, usual class: inhibitors; N370S GC spleen homogenate, 4MU-glucoside fluorescence; P04062;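 further: 0% = full enzyme activity and -100% = no enzyme basal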
The depositor's hits bear a star; ? = inconclusive; . = not tested or not shown; & = joins results of further samples; [ ] = another dose, or the depositor's remark. The call rests on the fitted dose curve; in most records, active means well fitted curve in the direction sought with a large enough effect; inconclusive means small, poorly fitted or top-dose-only effect, or another doubt; inactive means no such curve, though single readings can be large; an effect the other way counts as inactive or inconclusive. Unless noted, on the % scale 0 is the no-effect control and ±100 the full control effect; potency means the concentration at half of the fitted maximal effect.

Start of the data: the first 5 compounds, to show the layout:
structure	N370S GC	FEN1 inh	KAT2A inh
COc1ccc(-n2c(=S)[nH]c3cc(C(=O)Nc4cc(C(N)=O)ccc4OC)ccc3c2=O)c(OC)c1	-16%	-8%	-10%
O=C1OC[C@H]2CCCN2C(=O)[C@@H](CC(=O)N(CCO)Cc2ccccc2)C/C=C\C[C@H]1Cc1ccc(F)cc1	.	-10%	-3%
O=C(Nc1ccc2nc(SCC(=O)N3CCc4ccccc43)sc2c1)c1ccc(F)cc1	.	21%	-5%
CC(C)[C@@H](C(=O)NCc1ccco1)N1C(=O)N2CCc3c([nH]c4ccccc34)[C@@]2(C)C1=O	-17%	-3%	-36%
COc1ccc(S(=O)(=O)N2CCc3ccccc32)cc1C(=O)O	-21%	6%	-7%

Results, from the first entry:
structure	N370S GC	FEN1 inh	KAT2A inh
COc1ccc(-n2c(=S)[nH]c3cc(C(=O)Nc4cc(C(N)=O)ccc4OC)ccc3c2=O)c(OC)c1	-16%	-8%	-10%
O=C1OC[C@H]2CCCN2C(=O)[C@@H](CC(=O)N(CCO)Cc2ccccc2)C/C=C\C[C@H]1Cc1ccc(F)cc1	.	-10%	-3%
O=C(Nc1ccc2nc(SCC(=O)N3CCc4ccccc43)sc2c1)c1ccc(F)cc1	.	21%	-5%
CC(C)[C@@H](C(=O)NCc1ccco1)N1C(=O)N2CCc3c([nH]c4ccccc34)[C@@]2(C)C1=O	-17%	-3%	-36%
COc1ccc(S(=O)(=O)N2CCc3ccccc32)cc1C(=O)O	-21%	6%	-7%
CN1CCN(C(=O)/C(=C\c2cccs2)NC(=O)c2ccco2)CC1	4%	5%	-3%
COc1ccc(S(=O)(=O)N2CCN(c3cccc(C)c3C)CC2)c2ccccc12	.	-4%	-13%
CC(=O)c1sc(=S)n(-c2ccccc2)c1C	14%	-4%	-4%
Fc1cccc(-n2cc(-c3ccccc3)c3c(=S)nc[nH]c32)c1	-3%	6%	-6%
O=S(=O)(Nc1ccccc1N1CCOCC1)c1ccc(Cl)cc1	.	2%	2%
Cc1cc(C(=O)COC(=O)c2ccccc2NCCO)c(C)n1CC1CCCO1 (centres undefined)	25%	2%	-6%
Cc1ccc(C2(c3ccccc3)NC(=O)N(CC(=O)N(C)C3CCS(=O)(=O)C3)C2=O)cc1C (centres undefined)	.	-5%	-2%
CCn1c(COc2ccc(C)cc2)nc2ccccc21	3%	-1%	1%
Cc1c(C(=O)O)oc2c3c(ccc12)OCCO3	5%	-3%	-3%
CCCCc1ccc(NC(=O)CSc2nc3ccccc3nc2N2CCCCC2)cc1	.	-11%	-23%
CCOc1ccc(NC(=S)N2CCCC2)cc1	-5%	-3%	2%
CCN1C(=O)c2ccc(C(=O)Nc3ccc(O)cc3C)cc2C1=O	-11%	13%	-1%
COc1ccc(OC)c(/C=c2\sc3nc(-c4cccs4)nn3c2=O)c1	16%	-8%	-2%
Cc1onc(-c2ccccc2)c1C(=O)Nc1nnc(N(C)Cc2ccccc2)s1	-6%	-7%	-9%
COc1ccc(-c2oc3cccnc3c2-c2ccc(OC)nc2)cc1	21%	-26%	-16%
N#Cc1cccc(NC(=O)c2ccc3c(c2)N(Cc2cccc(Cl)c2)C(=O)c2ccccc2S3(=O)=O)c1	.	-8%	-4%
O=C(COc1ccccc1Br)NCCC1=CCCCC1	.	5%	0%
COc1cc(S(=O)(=O)NCc2ccc(F)cc2)ccc1-n1cnnn1	-2%	-4%	3%
CC(C)C(=O)Nc1ccc(C(=O)CN2C(=O)NC3(CCOc4ccccc43)C2=O)cc1 (centres undefined)	.	-17%	-3%
COCCCNC(=O)C(=O)N/N=C/c1ccc(OCC(=O)Nc2cccc(Cl)c2C)c(OC)c1	0%	-8%	-16%
c1ccc(-c2cc(-c3ccccc3)[nH]n2)cc1	12%	-15%	-2%
Cc1ccc(S(=O)(=O)c2nc(-c3ccccc3F)oc2N2CC(C)OC(C)C2)cc1 (centres undefined)	-15%	-1%	-14%
Cc1cc(NC(=O)CCC(=O)N(Cc2ccco2)C(C)(C)C(=O)NC2CCCCC2)no1	4%	-4%	-4%
CCCn1cnc2cc(NCc3cccs3)ccc21	1%	-3%	-3%
COc1cccc(CNC(=O)CSc2nc3c(oc4ccccc43)c(=O)n2CC2CCCO2)c1 (centres undefined)	3%	-2%	0%
COc1cc2c(cc1OC)CN(CCOc1ccc(Br)cc1)CC2	-9%	15%	-3%
Cc1cc(C)c(NS(=O)(=O)c2cccc3cccnc23)c(C)c1	4%	4%	-5%
CCCC(=O)C1=C(O)C(C(=O)OC)C(C)(C)CC1=NCCc1ccccc1 (centres undefined)	-7%	10%	-11%
NC(=S)NC1CC2CC1C1C=CCC21 (centres undefined)	-2%	4%	18%
Cc1ccc(Cn2nc(C)c(NC(=O)C3(C)CC3(Br)Br)c2C)cc1 (centres undefined)	-1%	-14%	-8%
CN(Cc1nccs1)C(=O)c1ccc(OC2CCN(CCc3ccccc3)CC2)cc1	-3%	-3%	-7%
O=C(CN1CCOCC1)NN=C(c1ccccc1)c1ccccc1	-6%	2%	-2%
CCN(c1ccccc1)S(=O)(=O)c1ccc(Cl)c(NC(=O)c2ccc(=O)[nH]n2)c1	.	12%	-2%
COc1ccc(NC(=O)CN(C)C(=O)C(CCSC)NC(=O)c2ccccc2)cc1 (centres undefined)	-7%	1%	-4%
CCN(CC)c1ccc(Nc2nc(N3CCOCC3)c3ccccc3n2)cc1	0%	-20%	-8%

Three of the entries above in order of the KAT2A inh value, highest first:
Compound | N370S GC | KAT2A inh
NC(=S)NC1CC2CC1C1C=CCC21 (centres undefined) | -2% | 18%
CCN(c1ccccc1)S(=O)(=O)c1ccc(Cl)c(NC(=O)c2ccc(=O)[nH]n2)c1 | . | -2%
COc1cc2c(cc1OC)CN(CCOc1ccc(Br)cc1)CC2 | -9% | -3%

Further compounds.
structure	N370S GC	FEN1 inh	KAT2A inh
CCOC(=O)C1CCN(c2cc3c(cc2NC(=O)c2ccc(OC)c(OC)c2)n(C)c(=O)n3C)CC1	0%	-20%&-20%	-4%&-5%
CC1(c2ccc(OC(F)F)cc2)NC(=O)N(CC(=O)N2CCN(C(=O)c3ccco3)CC2)C1=O (centres undefined)	.	0%	-7%
CCOCCCNC(=O)Cn1cc2c(n1)-c1c(oc(C(=O)N3CCCC3)c1C)CC2	.	-5%	0%
COc1ccc(N(CC(=O)Nc2cccc(N(C)S(C)(=O)=O)c2)S(=O)(=O)c2ccc(C)cc2)cc1	-2%	-17%	-22%
Cc1cc(NC(=O)CSc2[nH]c(=O)cc(C(F)(F)F)c2C#N)no1	.	19%	-3%
COc1ccc(C(CNC(=O)c2ccc(Cl)c(NC(=O)c3cccs3)c2)N2CCCC2)cc1 (centres undefined)	-5%	5%	-3%
COc1ccc(C)cc1NC(=O)CCS(=O)(=O)c1cc2c3c(c1)CCN3C(=O)CC2	.	6%	-3%
CCn1c(CCNC(=O)c2ccc(OC)cc2)nnc1SCc1ccc(Cl)c(Cl)c1	-17%	-11%	-2%
Cc1ccc(NC2=CC(=O)C(=O)c3ccccc32)cc1	-2%	-8%	1%
Cc1ccccc1C(=O)Nc1ccc(N2CCN(C(=O)c3ccco3)CC2)cc1	-5%	-1%	-1%
CC1(C)CC(NC(=O)c2ccc3c(c2)OCO3)CC(C)(C)N1	2%	8%	-8%
COc1cccc2c1C(=O)CC(c1ccccc1)O2 (centres undefined)	16%	.	-8%
CC(C)(C)NC(=O)COC(=O)CNC(=O)c1cc(Cl)cc([N+](=O)[O-])c1	21%	-4%	0%
Cc1ccc(NC(=O)Nc2ccc3c(c2)nnn3C)cc1C	0%	11%	-1%
CCC(C)NC(=O)CSC1=Nc2ccccc2C2=NC(CC(=O)NCc3ccccc3)C(=O)N12 (centres undefined)	17%	-7%	-5%
COc1cc2c(cc1NC(=O)CN(C)Cc1cccc(OC)c1OC)oc1ccccc12	6%	-6%	-7%
CCc1ccc(N=C2N=C(N)c3ccccc32)cc1	-29%	-3%	-4%[0.501 µM]
Cc1ccc(NC(=O)CS(=O)CC(=O)N(CC(=O)NC2CCCC2)c2cccc(C)c2C)cc1 (centres undefined)	7%[2.35 µM]	6%	-4%
O=C(NC1CCCCC1)n1c(=O)oc2ccc(Cl)cc21	-6%	-11%	0%
CCCC(C)C(=O)Nc1nc(C)c(-c2csc(Nc3cc(Cl)ccc3C)n2)s1 (centres undefined)	-12%	-21%	2%
O=C(O)C1CC(=O)N(CCOc2ccccc2)C1 (centres undefined)	-6%	0%	-3%
Cc1ccc2nc3c(cc(S(=O)(=O)c4ccccc4)c(=N)n3Cc3ccco3)c(=O)n2c1	-3%	-13%	-8%
O=C1NC(=S)N/C1=C/c1cccc2ccccc12	1%	8%	-3%
Cc1ccc(C(=O)Nc2sc3c(c2C(=O)NCc2ccco2)CCCC3)cc1	?	0%	-4%
O=C(CNC(=O)c1sc2ccccc2c1Cl)NCc1ccc(F)cc1	-13%	8%	0%
CCOc1cc(C)c(Cl)cc1S(=O)(=O)n1nnc2ccccc21	5%	-20%	-8%
Cc1ccc(-n2c(SCC(N)=O)nc3c(oc4ccccc43)c2=O)cc1	-11%	16%&-2%	25%&0%
COc1ccc2oc(=O)cc(CN3CCN(C(=O)c4ccccc4F)CC3)c2c1	.	-11%	-8%
COc1ccc(C2C(C(C)=O)=C(C)N=c3s/c(=C/c4ccc5c(c4)OCO5)c(=O)n32)cc1 (centres undefined)	0%	.	-21%
Cc1ccc(NC(=O)c2ccccc2F)cc1S(=O)(=O)N1CCCCCC1	1%	-19%	-3%
Cn1cc(S(=O)(=O)N2CCCC2)cc1C(=O)NCc1ccccc1	1%	-6%	-8%
CCOC(=O)C(CC(C)C)CP(=O)(O)CNC(=O)OCc1ccccc1 (centres undefined)	-24%	-1%	-3%
Cc1ccc(NC(=S)N2CCCC(CO)C2)c(C)c1 (centres undefined)	9%	-6%	-10%
C#CCOCCOCCOCCNc1nc(N2CCN(C(=O)CCCCCCCCCCNC(=O)[C@H](CCCCN)n3cc(CCCC(=O)O)nn3)CC2)nc(N2CCN(C(=O)CCCCCCCCCCNC(=O)[C@@H]([C@H](C)O)n3cc(C)nn3)CC2)n1	-25%	-3%	-8%
C=CCn1cn[nH]c1=S	10%	3%	-5%
COc1ccc(OC)c(N2CC(O)=C(c3nc4ccccc4s3)C2=N)c1	21%	-8%	-28%
COc1ccccc1CNC(=O)COC(=O)/C=C/c1cccs1	-1%	10%	2%
Cc1ccc(NC(=O)Cn2c(=O)c(C(F)(F)F)nc3ccccc32)c(C)c1	.	2%	3%
COc1ccc(CCNC(=O)c2ccc3c(c2)N(Cc2ccc(F)cc2)CCS3)c(OC)c1	?	5%	-15%
CCC(=O)/C=C1/Sc2ccccc2N1CC	5%	-9%	-11%

Looked up one by one from the list above, 5 records:
structure	N370S GC	FEN1 inh	KAT2A inh
C#CCOCCOCCOCCNc1nc(N2CCN(C(=O)CCCCCCCCCCNC(=O)[C@H](CCCCN)n3cc(CCCC(=O)O)nn3)CC2)nc(N2CCN(C(=O)CCCCCCCCCCNC(=O)[C@@H]([C@H](C)O)n3cc(C)nn3)CC2)n1	-25%	-3%	-8%
COc1ccc2oc(=O)cc(CN3CCN(C(=O)c4ccccc4F)CC3)c2c1	.	-11%	-8%
Cc1ccc2nc3c(cc(S(=O)(=O)c4ccccc4)c(=N)n3Cc3ccco3)c(=O)n2c1	-3%	-13%	-8%
COc1ccc(OC)c(N2CC(O)=C(c3nc4ccccc4s3)C2=N)c1	21%	-8%	-28%
Cc1ccc(NC(=S)N2CCCC(CO)C2)c(C)c1 (centres undefined)	9%	-6%	-10%

Additional results follow.
structure	N370S GC	FEN1 inh	KAT2A inh
COc1cc(-c2nnc(COC(=O)c3c4c(nc5ccccc35)CCCC4)o2)cc(OC)c1OC	-2%	.	11%
Cc1cccc(-n2c(=O)c3ccccc3n(Cc3ccccc3C#N)c2=O)c1	.	-20%	1%
COC(=O)c1nnn(-c2nc(N(C)C)nc(N(C)C)n2)c1C	0%	-9%	-2%
Cc1ccn(CC(=O)N/N=C/c2cc([N+](=O)[O-])ccc2O)n1	-6%	-2%	-2%
CC1OC2(C)OC(=N)C1(C#N)C(C#N)(C#N)C2c1ccccc1 (centres undefined)	3%	1%	-23%
